High-throughput results: PubChem, National Center for Advancing Translational Sciences (NCATS)
pAkt inh – blocks phosphorylation of Akt. Neuro2A IGF-stimulated pAkt S473 HTRF, 20 min; hits give low values. activity change, % for hits at 50 µM. actives 0.32% (n = 360,000); in the data active means activity change below about -80%; inconclusive means mostly about -51% to -80%; further: on the % scale 0 is the no-effect control and ±100 the full control effect
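Neuro2A cells in DMEM with 0.5% FBS, overnight at 37 deg C, given compound at single 50 µM final, then IGF (6 nM final) for 20 min at 37 deg C. Lysed; phospho-Akt Ser473 by HTRF after 24 h, 665/615 ratio.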
TGFb SMAD3 inh – blocks TGF-b signaling; HepG2 CAGA-GFP TGF-b/SMAD3 reporter, GFP fluorescence, 18 h; TGF-beta stimulated, 500 pg/mL final; Potency, µM (series often up to 46.1 µM), for the others: at the top dose activity, negative = inhibition, actives largely listed as inhibitors; actives 1.2% (n = 410,000); further: potency means the concentration at half of the fitted maximal effect; on the % scale 0 is the no-effect control and ±100 the full control effect; nearly all actives have a fitted effect of over 65% in size
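Cell-based qHTS in HEPG2 carrying a CAGA-GFP Smad reporter; compounds added before 500 pg/mL final TGF-beta, 18 h incubation at 37 degrees C, GFP fluorescence quantified per cell by imaging cytometry.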
CCT modulator – modulators of cytosolic chaperonin (CCT/TRiC) activity | actives 0.3% (n = 360,000) | purified chaperonin ATPase assay, HTRF ADP detection, 30 min | AID 651819 | activity change, % (concentration not given with the values), hits read low; in the data active means activity change below about -30%; further: on the % scale 0 is the no-effect control and ±100 the full control effect
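We incubate TRiC, 40 or 20 nM final, with library compounds at 76 uM and 10 uM ATP for 30 min at 37 °C. ADP formed is detected with Transcreener HTRF reagents after 30 min at room temperature.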
HepG2 viability – kills HepG2 cells in TGF-b inhibitor counter-screen; actives 0.76% (n = 410,000); HepG2 CAGA-GFP viability, ATP luminescence, 18 h; Potency, µM (doses to about 46.1 µM), for inactives: at the top dose activity change, negative = cytotoxicity, most hits filed as cytotoxic; AID 588856; further: potency means the concentration at half of the fitted maximal effect; some results filed as inactive show a strong effect at the top dose
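HepG2 CAGA-GFP cells (1000/well, DMEM with 1% FBS) received compound, then TGF-beta at 500 pg/mL final, and were incubated 18 hours at 37 degrees C. Viability was read by CellTiter-Glo luminescence. Media-only wells were set as complete cell-killing and DMSO as no toxicity.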
Abeta rescue – compounds reversing amyloid beta toxicity in yeast. actives 0.063% (n = 410,000). Potency, µM (doses to about 46.1 µM), for the others: at the top dose growth rescue, actives largely listed as activators. yeast expressing A-beta42, growth rescue, OD600, 48 h; response scale: 0% DMSO, 100% iron-clioquinol control. AID 1347071; further: potency means the concentration at half of the fitted maximal effect; nearly all actives have a fitted effect of over 55% in size
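Growth rescue measured by 600 nm absorbance after 48 h yeast culture at 30 C with compound. Values normalized between DMSO and an equimolar ferric chloride plus clioquinol control.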
A549 viability – A549 cytotoxicity, counter-screen for Nrf2 inhibitors; Potency, µM (top dose mostly 46 µM), for inactives: at the highest dose activity change, negative = cytotoxicity, hits mostly inhibitors; A549 ARE-Fluc cells, CellTiter-Fluor viability, 18-24 h; actives 0.16% (n = 390,000); AID 504648; further: potency means the concentration at half of the fitted maximal effect; on the % scale 0 is the no-effect control and ±100 the full control effect
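A549 ARE_Fluc cells in 5% FBS OPTI-MEM were exposed to compounds in concentration-response for 18-24 h at 37 deg C. Viability was read by CellTiter-Fluor fluorescence (Ex 405/Em 525) after 30 min, before the luciferase read.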
Nrf2 block – Nrf2 pathway inhibition; AID 504444; actives 2.1% (n = 360,000); Potency, µM (top dose mostly 46 µM), for the others: at the highest dose activity change, negative = inhibition, hits mostly inhibitors; A549 ARE-Fluc reporter, luciferase luminescence, 18-24 h; further: potency means the concentration at half of the fitted maximal effect; on the % scale 0 is the no-effect control and ±100 the full control effect; nearly all actives have a fitted effect of over 60% in size
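A549 ARE_Fluc cells, 5000/well, 5% FBS OPTI-MEM; compounds in dose-response, 18-24 h at 37 °C/5% CO2; CellTiter-Fluor viability read (Ex 405/Em 525), then BugLite luciferase luminescence = Nrf2 activity.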
MmCpn inh – M. maripaludis TRiC chaperonin inhibition | purified Mm-Cpn ATPase, ADP Transcreener TR-FRET | Potency, µM (doses to about 76.9 µM), inactives show top-dose activity, negative = inhibition, actives largely listed as inhibitors | actives 0.031% (n = 330,000) | AID 504842; further: potency means the concentration at half of the fitted maximal effect; on the % scale 0 is the no-effect control and ±100 the full control effect; nearly all actives have a fitted effect of over 80% in size
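Eu-cryptate anti-ADP/ADP-d2 competition gives a ratio inversely related to ADP. Enzyme at 25 nM was pre-exposed to compound for 10 min, then given 10 uM ATP for 30 min, 37°C throughout.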
Nrf2 activator – Nrf2 pathway activation. actives 0.31% (n = 410,000). Potency, µM (top dose mostly 46.1 µM), for the others: at the highest dose activation, actives largely listed as activators. AREc32 ARE-luciferase reporter (MCF7-derived line), luminescence, 24 h; further: potency means the concentration at half of the fitted maximal effect; % of control where 0% means no effect; nearly all actives have a fitted effect of over 65% in size
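AREc32_Fluc, 1000 cells/well, OPTI-MEM + 5% FBS, o/n 37 deg C 5% CO2; 23 nL cpd by pin tool, 24 hr; Steady-Glo 30 min RT, luminescence.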
The depositor's hits bear a star; i = inactive; ? = inconclusive; . = no result given; & = joins results of further samples; [ ] = remark or other dose. Unless noted, the call rests on the fitted dose curve; in most records, active means well fitted curve in the direction sought with a large enough effect; inconclusive means small, poorly fitted or top-dose-only effect, or another doubt; inactive means no such curve, though single readings can be large; an effect the other way counts as inactive or inconclusive.

mol	pAkt inh	TGFb SMAD3 inh	HepG2 viability	Abeta rescue	CCT modulator	MmCpn inh	A549 viability	Nrf2 activator	Nrf2 block
Cc1ccc(N2C(=O)C(O)(C(F)(F)F)C3=C2CC(C)(C)CC3=O)cc1C (stereo unspecified)	i	-5%	-17%	-6%	-2.2	-4%	6%	-0.4%	.
Cc1cc(C)nc(Sc2c(C)n[nH]c2C)n1	i	-3%	-10%	17%	-1.7	1%	14%	-0.2%	-8%
CCOC(=O)[C@]12CCC=C1N(Cc1ccccc1)C(=O)[C@H](CC(=O)NCc1cccs1)C2	i	.	.	5%	0.1	.	.	-1.3%	.
Cc1ccc(N2C(=O)CC(N3CCN(C4CCc5ccccc5C4)CC3)C2=O)cc1 (stereo unspecified)	i	-9%	-5%	-6%	-1.4	-2%	-4%	-0.9%	6%
Cn1c(=O)n(C)c2cc(C(=O)c3ccccc3)ccc21	i	23%	-15%	-4%	-0.5	0%	1%	10%	.
O=C(CCCn1nnnc1CN1CCOCC1)N1CCC(c2ccccc2F)C1 (stereo unspecified)	i	-15%	-7%	13%	-0.5	0%	6%	3.2%	4%
Cc1[nH]c(C)c(S(=O)(=O)N(Cc2ccccc2)C(C)C)c1C(=O)N1CCCC1	i	24%	-8%	4%	-0.6	2%	-5%	0.4%	9%
O=C(Cc1cnc2ncnn2c1)N1CCc2c([nH]c3ccccc23)C1c1ccccn1 (stereo unspecified)	i	-8%	-1%	3%	-0.5	0%	11%	10%	4%
Cc1cnc(C(=O)N2CCCC(C(=O)c3ccc(Cl)cc3C)C2)cn1 (stereo unspecified)	i	2%	-1%	-10%	-0.8	-3%	0%	0.5%	?
CCCC(C(=O)NC(C)(C)CC)N(Cc1ccco1)C(=O)CNS(=O)(=O)c1ccccc1 (stereo unspecified)	i	31%[activator]	-9%	1%	-1.9	3%	1%	1.2%	-5%
CS(=O)(=O)c1ccc(Cl)c(C(=O)NCC2CCCCC2)c1	i	3%	-7%	-17%	-0.6	-1%	3%	0.2%	-33%
O=c1c2cc3c(nc2[nH]c(=S)n1-c1ccccc1)CCCC3	i	-4%	-7%	-1%	-19	0%	-5%	1.9%	5%
Cc1ccc(NC(=O)CCn2cccn2)cc1Cl	.	22%	-13%	2%	.	.	-2%	1.2%	29%
Cc1ccc(C(=O)NC(=S)NCc2cccnc2)cc1	i	-3%	-6%	1%	0.5	1%	4%	6.6%	?
Cc1ccc(S(=O)(=O)N2CCN(C(=O)Cn3c(=O)oc4ccccc43)CC2)c(C)c1	i	-3%	-14%	10%	-4.3	0%	1%	-0.8%	16%
CCOc1ccc(Nc2ccc([N+](=O)[O-])c3nonc23)cc1	i	?	-59%	-9%	-4.9	-2%	?	11%	5%

Whole records as entered above. Values in the order: pAkt inh	TGFb SMAD3 inh	HepG2 viability	Abeta rescue	CCT modulator	MmCpn inh	A549 viability	Nrf2 activator	Nrf2 block
`O=c1c2cc3c(nc2[nH]c(=S)n1-c1ccccc1)CCCC3` across the screens: i	-4%	-7%	-1%	-19	0%	-5%	1.9%	5%
`CS(=O)(=O)c1ccc(Cl)c(C(=O)NCC2CCCCC2)c1` across the screens: i	3%	-7%	-17%	-0.6	-1%	3%	0.2%	-33%
`CCOc1ccc(Nc2ccc([N+](=O)[O-])c3nonc23)cc1` across the screens: i	?	-59%	-9%	-4.9	-2%	?	11%	5%

(list continues)
mol	pAkt inh	TGFb SMAD3 inh	HepG2 viability	Abeta rescue	CCT modulator	MmCpn inh	A549 viability	Nrf2 activator	Nrf2 block
CCC(C)(C)n1nnnc1C(c1cc2cc(C)cc(C)c2[nH]c1=O)N1CCN(C(=O)c2ccco2)CC1 (stereo unspecified)	i	11%	20%	11%	-1.3	1%	3%	0.4%	-1%
CN1C(C(=O)Nc2ccc(OC(F)(F)F)cc2)=CC(c2ccc3c(c2)OCO3)=NS1(=O)=O	i	-29%&-23%	-28%&-31%	4%&-11%	-9.0	-2%	-5%&-10%	3.4%&3.2%	-21%&24%
CC(C)(C)n1nnnc1C(c1cccnc1)N(Cc1ccccc1)Cc1cccs1 (stereo unspecified)	i	?	13%	-33%[inhibitor]	-0.8	-1%	-13%	0.0%	?
COc1cccc(-c2cc(C(=O)NCc3ccccc3)no2)c1	.	6%	-3%	-3%	.	.	6%	1.0%	25%
CCOC(=O)c1c(-c2ccc(C)cc2)csc1NC(=O)c1ccc(N2C(=O)CCC2=O)cc1	i	-3%	-12%	-1%	3.3	-1%	3%	2.1%	-11%
N#C/C(=C\c1ccc2c(c1)OCCO2)C(=O)Nc1ccc(C(=O)O)cc1	i	5%	1%	-12%	-4.8	?	2%	0.8%	4%
COc1ccccc1-c1n[nH]c(=S)n1-c1ccccc1	i	1%	-2%	12%	-0.6	?	-21%	3.4%	-10%
Cc1cc(NC(=O)COc2ccc3ccccc3c2Br)no1	i	-9%	-11%	-2%	-5.2	-21%	9%	5.3%	?
CCn1c(/C=C/c2c(C)n(CC)c3ccccc23)nc2ccccc2c1=O	i	15%	25%	10%	-0.9	0%	-4%	-0.9%	5%
CN(C)c1ccc(C=O)c(Oc2ccccc2)c1	i	-8%	0%	-27%	0.9	.	.	2.9%	.
Cc1c(C(=O)NC(C)c2ccc(-n3ccnc3)cc2)cccc1[N+](=O)[O-] (stereo unspecified)	i	0%	-13%	11%	-1.4	2%	-1%	-0.9%	8%
COc1ccc(C(=O)NCCc2nnc(SCC(=O)Nc3ccc(Br)cc3)n2C)cc1	i	-30%	31%	1%	-3.7	0%	-4%	3.9%	?
CCc1ccccc1OCCCCCNCCO	i	17%	-17%	-3%	-1.8	-3%	2%	-0.7%	.
Cc1c(C(=O)N2CCN(c3ccc(F)cc3)CC2)oc2c1C(=O)CCC2	.	-21%	1%	2%	-0.1	0%	0%	-1.0%	?
O=S(=O)(NCCc1cn2ccccc2n1)c1ccc2c(c1)CCCC2	i	-2%	-14%	4%	-0.1	-1%	9%	-1.2%	?
CC(=O)C(Cc1ccccc1)NC(=O)COC(=O)CCN1C(=O)C2CC=CCC2C1=O (stereo unspecified)	i	-6%	-15%	-6%	2.7	-1%	-1%	-0.7%	3%
Cc1ccc(-n2nc3c(c2NC(=O)C2CC2)CS(=O)(=O)C3)cc1C	i	1%	10%	-5%	-5.4	1%	-2%	-0.4%	5%
O=c1[nH]c(N/N=C\c2ccc3c(c2)OCO3)nc2ccccc12	i	0%	-21%	-6%	1.6	-2%	1%	0.3%	?
Cc1cccc(CS(=O)(=O)c2ncc(CO)n2C)c1	i	0%	-17%	1%	-1.9	-1%	-1%	-1.1%	-18%
Cn1c(SCCc2ccc([N+](=O)[O-])cc2)nccc1=O	i	-3%	-36%	-3%	1.8	.	2%	0.3%	-18%
Cc1ccc(-c2nnc(NC(=O)c3ccc([N+](=O)[O-])o3)o2)c(C)c1	i	-19%	-6%	6%	-0.5	1%	?	7.1µM*	?
O=C(CSc1ncccn1)NCc1ccc(F)cc1	i	-3%	4%	-39%[inhibitor]	0.4	-1%	-2%	0.7%	?
Cc1[nH]c2ccccc2c1C(=O)C(=O)NCc1ccco1	i	-10%	-14%	7%	-1.9	2%	-11%	-1.2%	-15%
COc1cccc2sc(N3CCN(C(=O)c4ccc([N+](=O)[O-])o4)CC3)nc12	i	?	-80%	-73%[inhibitor]	-1.4	0%	-19%	?	?
O=C(Nc1nnc(-c2ccco2)o1)c1ccc([N+](=O)[O-])s1	i	?	-56%	-90%[inhibitor]	2.7	1%	?	1.5%	21µM*
Cn1ncc2c(Nc3ccc(-c4ccccc4)cc3)ncnc21	i	1%	-31%	-18%	-3.8	-2%	?	2.7%	?
O=C(CN1C(=O)c2ccccc2C1=O)N1CCN(S(=O)(=O)c2ccccc2)CC1	i	-6%	2%	14%	-2.8	-1%	2%	-0.8%	-2%
COc1cc2cnc(-c3ccccc3)c(C(=O)c3ccc(OCc4ccccc4)cc3)c2cc1OC	i	?	-18%	-4%	-0.6	?	4%	3.8%	-16%
CC(OC(=O)Cc1ccc(Cl)cc1)C(=O)NCCC1=CCCCC1 (stereo unspecified)	i	8%	2%	9%	0.3	-2%	7%	0.2%	10%
CCOC(=O)c1ccc(NC(=O)c2cccnc2)cc1	i	-2%	24%	21%	-2.6	0%	-10%	-0.3%	-11%
COc1ccccc1OCC(=O)N1CCN(c2ccccc2OC)CC1	i	-3%	1%	14%	0.0	.	-2%	-0.3%	-1%
Cc1c(NC(=O)c2ccc(Cl)c(S(=O)(=O)N3CCCCC3)c2)c(=O)n(-c2ccccc2)n1C	i	6%	4%	-9%	0.5	2%	-1%	-0.7%	-18%
CC(=O)NC(CC(C)C)C(=O)NC(CO)C(=O)NC(CCC(=O)O)C(=O)NC(C)C(=O)NC(CC(C)C)C(N)=O (stereo unspecified)	i	-5%	5%	5%	-2.2	.	2%	-0.9%	9%
CC1(C(=O)NS(=O)(=O)c2ccc(Br)cc2)CCN1C(=O)C/C=C/c1ccccc1 (stereo unspecified)	i	9%	1%	12%	-1.4	.	.	0.1%[9.22 µM]	.
COC(=O)[C@H](CC(C)C)NC(=O)Cn1cnc2c(SC)nc(N)nc21	i	-24%	-14%	2%	-2.8	-4%	-8%	0.0%	1%
CN(C(=O)c1cccc(C#N)c1)c1nnc(C2CCCO2)s1 (stereo unspecified)	i	-4%	-14%	-14%	-2.1	-1%	3%	-0.9%	5%
